Source: PubChem
HTT cytoprotect – cytoprotection in Huntington HTT-Q103 PC12 cell model | Potency, µM (doses to about 56.4 µM), for inactives: cytoprotection (ATP increase), hits mostly activators | AID 1471 | actives 0.14% (n = 230,000) | PC12 HTT-Q103 induced, cytoprotection, ATP luminescence, 40 h;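 also: potency is read from the fitted curve at half-maximal effect; % of control where 0% means no effect; nearly all actives have a fitted effect of over 45% in size; toxic huntingtin expression switched on by the ecdysone agonist tebufenozide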
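PC12 cells with ecdysone-inducible HTT exon 1 Q103-GFP, induced with 100 nM tebufenozide and co-treated with library compounds in a dose series (1536-well, 1500 cells/well). Cytoprotection read as ATP content by ATPlite luminescence.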
CBFb-RUNX1 inh – blocks binding between human CBF-beta and RUNX1; AlphaScreen CBFb-His/RUNX1-biotin binding, biochemical; 230,000 tested, under 10 active; Potency, µM (titrated, usually from 59.8 µM), inactives show top-dose activity, negative = inhibition, actives largely listed as inhibitors; Q01196+Q13951; also: % of control where 0% means no effect
Target sequence (Q01196 whole entry, looked up): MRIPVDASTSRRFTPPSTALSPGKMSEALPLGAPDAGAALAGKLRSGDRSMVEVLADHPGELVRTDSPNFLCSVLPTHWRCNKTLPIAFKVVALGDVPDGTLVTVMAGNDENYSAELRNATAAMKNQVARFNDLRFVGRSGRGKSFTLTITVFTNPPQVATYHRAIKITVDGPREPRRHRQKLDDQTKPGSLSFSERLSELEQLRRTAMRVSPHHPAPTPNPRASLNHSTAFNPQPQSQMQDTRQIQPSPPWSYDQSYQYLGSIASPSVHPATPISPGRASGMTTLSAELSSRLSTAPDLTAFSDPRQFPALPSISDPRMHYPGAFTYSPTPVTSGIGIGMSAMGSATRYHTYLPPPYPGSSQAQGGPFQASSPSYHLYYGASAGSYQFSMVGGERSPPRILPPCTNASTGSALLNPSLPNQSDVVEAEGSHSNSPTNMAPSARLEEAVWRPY
Target sequence (Q13951 whole entry, looked up): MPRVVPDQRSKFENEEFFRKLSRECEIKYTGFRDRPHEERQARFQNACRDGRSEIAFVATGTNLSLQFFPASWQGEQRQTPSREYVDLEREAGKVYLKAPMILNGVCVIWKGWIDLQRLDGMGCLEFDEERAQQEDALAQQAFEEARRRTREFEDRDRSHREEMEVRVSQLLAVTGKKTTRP
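Compounds were screened at multiple concentrations against a preformed CBF-beta(His)/RUNX1(biotin) complex (30 nM of each) for 15 min at room temperature, followed by 90 min with nickel and streptavidin beads and AlphaScreen reading.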
LMNA splice mod – changes lamin A minigene splicing in HeLa cells. actives 0.01% (n = 200,000). AID 1487. HeLa LMNA splicing GFP/RFP minigene ratio, 48 h. Potency, µM (doses to about 46.1 µM), for inactives: top-dose ratio change, negative = inhibition, most hits filed as inhibitors; active = well fitted inhibition curve with a large enough effect in the signal ratio, with a control signal flat, not every such curve was filed as active; inconclusive = small, poorly fitted or top-dose-only effect, or effect the other way, or a change in a side signal; the % refers to the signal ratio; also: potency is read from the fitted curve at half-maximal effect; % is scaled to controls: 0 for no effect and ±100 for the full control effect
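Read-out is the ratio of GFP to DsRed2 object intensity, acquired by 488 nm laser-scanning cytometry on HeLa lamin A-EGFP minigene reporter cells. Compound incubation 48 hrs at 37 °C in Opti-MEM with 2% FBS; DMSO 0.5% final.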
* = called active by the depositor; ? = inconclusive; · = no result given; & = joins results of further samples; [ ] = dose if it differs, or a comment. Unless noted, calls follow the shape of the dose curve; as a rule, active = well fitted curve in the direction sought with a large enough effect; inconclusive = small, poorly fitted or top-dose-only effect, or another doubt; inactive = no such curve, though single readings can be large; an effect the other way counts as inactive or inconclusive. This is a subset (hit frequency here may not be typical).

SMILES	HTT cytoprotect	CBFb-RUNX1 inh	LMNA splice mod
O=C(CC1N=C2c3ccccc3N=C(SCc3ccccc3Cl)N2C1=O)NCc1cccs1 (stereo unspecified)	·	·	?
Cc1cc(F)ccc1NC(=O)CCn1nc(C)c(S(=O)(=O)N2CCCCC2)c1C	·	·	?
CCc1ccccc1NC(=O)Cn1cc(S(=O)(=O)N2CCCC2)c(S(=O)(=O)N2CCCC2)c1	·	·	?
Cc1ccc(-n2nc3cc(C)c(NC(=O)COc4ccccc4)cc3n2)cc1	·	·	?
CCc1ccc(Sc2cc(C(=O)NCc3ccccc3OC)c3ccccc3n2)cc1	·	·	-18%[46 µM]
CCCCN1CCc2nc(N3CCN(c4ncccn4)CC3)ncc2C1	·	·	?
Cc1ccc(C)c(NC(=O)CCc2c(C)n(C)c3cc(-c4ccccc4C)nn3c2=O)c1	·	·	?
CC(C)=NOCc1ccc(-c2cn([C@@H]3COC[C@@H]3O)nn2)cc1	-6%[10 µM]	4%[13.1 µM]	·
CC(C)=CCC/C(C)=C/CO/N=C1/C[C@@H](O)[C@@H](O)[C@@H]2[C@@H]3C(=O)N(Cc4ccccc4)C(=O)[C@H]3CC[C@@H]12	?	1%[13.1 µM]	·
CC1(O)C(=O)C=C2C=C3CCCN3C=C2C1=O (stereo unspecified)	-15%[10 µM]	5%[13.1 µM]	·
COC(=O)C/C=C\[C@@H](C)[C@@H]1C=C[C@H](OC(C)=O)[C@H](COC(C)=O)O1	-32%[inhibitor][10 µM]	15%[13.1 µM]	·
COc1ccc(OCC2CC3C(CCC(C)C3c3ccc(Br)cc3)C(=O)O2)cc1 (stereo unspecified)	-1%[10 µM]	3%[13.1 µM]	·
CCCNC(=O)OC[C@@H]1O[C@H](CCO/N=C(\C)CCN2CCc3nc(-c4ccccc4)c(-c4ccccc4)cc3C2)C=C[C@@H]1Oc1ccc(OC)cc1	-9%[10 µM]	12%[13.1 µM]	·
COC(=O)N(/C=C/c1ccc(OC)cc1)CCc1ccc(OC)c(OC)c1	-12%[10 µM]	14%[13.1 µM]	·
CO[C@@H]1COC(=O)[C@H](Cc2ccccc2)NC(=O)C/C=C\[C@@H](C)[C@H](OC)COC(=O)[C@@H](C)NC(=O)C/C=C\[C@H]1C	0%&15%[10 µM]	16%&7%[13.1 µM]	·

Some entries already given, showing only LMNA splice mod and CBFb-RUNX1 inh:
structure	LMNA splice mod	CBFb-RUNX1 inh
COC(=O)N(/C=C/c1ccc(OC)cc1)CCc1ccc(OC)c(OC)c1	·	14%[13.1 µM]
CO[C@@H]1COC(=O)[C@H](Cc2ccccc2)NC(=O)C/C=C\[C@@H](C)[C@H](OC)COC(=O)[C@@H](C)NC(=O)C/C=C\[C@H]1C	·	16%&7%[13.1 µM]

Other compounds:
SMILES	HTT cytoprotect	CBFb-RUNX1 inh	LMNA splice mod
CC12C=C(/C=C/c3ccc(Br)cc3)C(C)(C1)C(c1ccc(Br)cc1)CC2=O (stereo unspecified)	-1%[10 µM]	6%[13.1 µM]	·
CO[C@H]1COC(=O)[C@H]2CCCN2C(=O)C/C=C\[C@@H](C)[C@H](OC)COC(=O)C/C=C\[C@@H]1C	-7%[10 µM]	16%[13.1 µM]	·
C=CCOC(=O)C(C(C)=O)C(NC(=O)OC)c1cccc(C)c1 (stereo unspecified)	?	5%[13.1 µM]	·
COC(=O)NC(c1ccc(F)cc1)C(C(C)=O)C(=O)OC (stereo unspecified)	-9%[10 µM]	5%[13.1 µM]	·
C#CCCCO/N=C1/C[C@@H](O)[C@@H](O)[C@@H]2[C@@H]3C(=O)N(C[C@@H]4CCCO4)C(=O)[C@H]3CC[C@@H]12	-2%[10 µM]	-3%[13.1 µM]	·
C[C@@H]1/C=C\CC(=O)OC[C@H](C)C(=O)N[C@@H](Cc2ccccc2)C(=O)OC1	?	4%[13.1 µM]	·
CCOC(=O)N/N=C1/C[C@@H](O)[C@@H](O)[C@@H]2[C@@H]3C(=O)N(CC)C(=O)[C@H]3CC[C@@H]12	11%[10 µM]	13%[13.1 µM]	·
CCN1C(=O)[C@H]2[C@@H]3[C@H](O)[C@H](O)CC(=O)[C@H]3CC[C@H]2C1=O	-6%&-1%[10 µM]	13%&6%[13.1 µM]	·
CCc1cc2c(nc1CC)CCN(CC/C(C)=N/O[C@@H]1O[C@H](COC(C)=O)[C@H](OC(C)=O)[C@H](OC(C)=O)[C@H]1OC(C)=O)C2	18%[10 µM]	10%[13.1 µM]	·
CCN1C(=O)[C@H]2[C@H]3[C@H](O)[C@H](O)C/C(=N/OC/C=C(\C)CCC=C(C)C)[C@H]3CC[C@@H]2C1=O	?	27%[13.1 µM]	·
O=C1CCCC=C1[C@H](CCc1ccccc1)OC(=O)c1ccc(Br)cc1	0%[10 µM]	7%[13.1 µM]	·
COc1ccc(COC(=O)N/N=C2/C[C@@H](O)[C@@H](O)[C@@H]3[C@@H]4C(=O)N([C@@H](C)c5ccccc5)C(=O)[C@H]4CC[C@H]23)cc1	-16%[10 µM]	-29%[13.1 µM]	·
COC(C1CCCCC1)C(C)C(OCc1cccc(Br)c1)C(C)CO (stereo unspecified)	5%[10 µM]	14%[13.1 µM]	·
O=C1[C@H]2[C@H]3[C@H](O)[C@H](O)C/C(=N/OCc4ccccc4)[C@@H]3CC[C@@H]2C(=O)N1Cc1ccccc1	?	13%[13.1 µM]	·
OCC1OC(c2ccc3c(c2)OCO3)C=CC1Oc1cc(Cl)cc(Cl)c1 (stereo unspecified)	2%[10 µM]	28%[13.1 µM]	·

Among those listed so far, these have an aryl methoxy group:
SMILES	HTT cytoprotect	CBFb-RUNX1 inh	LMNA splice mod
CCc1ccc(Sc2cc(C(=O)NCc3ccccc3OC)c3ccccc3n2)cc1	·	·	-18%[46 µM]
COc1ccc(OCC2CC3C(CCC(C)C3c3ccc(Br)cc3)C(=O)O2)cc1 (stereo unspecified)	-1%[10 µM]	3%[13.1 µM]	·
CCCNC(=O)OC[C@@H]1O[C@H](CCO/N=C(\C)CCN2CCc3nc(-c4ccccc4)c(-c4ccccc4)cc3C2)C=C[C@@H]1Oc1ccc(OC)cc1	-9%[10 µM]	12%[13.1 µM]	·
COC(=O)N(/C=C/c1ccc(OC)cc1)CCc1ccc(OC)c(OC)c1	-12%[10 µM]	14%[13.1 µM]	·
COc1ccc(COC(=O)N/N=C2/C[C@@H](O)[C@@H](O)[C@@H]3[C@@H]4C(=O)N([C@@H](C)c5ccccc5)C(=O)[C@H]4CC[C@H]23)cc1	-16%[10 µM]	-29%[13.1 µM]	·

As entered above:
`C[C@@H]1/C=C\CC(=O)OC[C@H](C)C(=O)N[C@@H](Cc2ccccc2)C(=O)OC1` – CBFb-RUNX1 inh: 4%[13.1 µM]
`COC(C1CCCCC1)C(C)C(OCc1cccc(Br)c1)C(C)CO` (stereo unspecified) – CBFb-RUNX1 inh: 14%[13.1 µM]

The main list resumes; the three compounds before the break are reprinted first.
SMILES	HTT cytoprotect	CBFb-RUNX1 inh	LMNA splice mod
COC(C1CCCCC1)C(C)C(OCc1cccc(Br)c1)C(C)CO (stereo unspecified)	5%[10 µM]	14%[13.1 µM]	·
O=C1[C@H]2[C@H]3[C@H](O)[C@H](O)C/C(=N/OCc4ccccc4)[C@@H]3CC[C@@H]2C(=O)N1Cc1ccccc1	?	13%[13.1 µM]	·
OCC1OC(c2ccc3c(c2)OCO3)C=CC1Oc1cc(Cl)cc(Cl)c1 (stereo unspecified)	2%[10 µM]	28%[13.1 µM]	·
CCCNC(=O)OC[C@@H]1O[C@H](CCO/N=C\[C@@H](C)[C@H](OCc2ccccc2)C(C)C)C=C[C@@H]1Oc1ccc(OC)cc1	2%[10 µM]	19%[13.1 µM]	·
COC(=O)NC(CC(C)=O)c1ccco1 (stereo unspecified)	-2%[10 µM]	4%[13.1 µM]	·
CCCCC1CN2C(CCC(C)C2c2ccc(Br)cc2)C(=O)O1 (stereo unspecified)	-1%&-12%&-2%[10 µM]	9%&1%&6%[13.1 µM]	·
C/C(CCC(=O)OC[C@@H]1O[C@H](C#Cc2ccccc2)C=C[C@@H]1Oc1ccc(C)cc1)=N/OC[C@@H](C)[C@H](OCc1ccccc1)C(C)C	-12%[10 µM]	22%[13.1 µM]	·
CO[C@@H]1/C=C\CC(=O)N2CCC[C@@H]2C(=O)OC[C@@H](C)C(=O)OC[C@H]1C	?	4%[13.1 µM]	·
CCOC(=O)N/N=C1/C[C@@H](O)[C@@H](O)[C@@H]2[C@H]3C(=O)N(c4ccc(F)cc4F)C(=O)[C@@H]3CC[C@@H]12	4%[10 µM]	4%[13.1 µM]	·
CCOC(=O)OCC1OC(c2ccc(C(C)=O)cc2)C=CC1Oc1ccc(-c2ccccc2)cc1 (stereo unspecified)	?	5%[13.1 µM]	·
C[C@@H]1/C=C\CC(=O)OC[C@H]2O[C@@H](C=C[C@@H]2O)[C@H](C)/C=C\CC(=O)OC[C@H]2O[C@H]1C=C[C@@H]2O	4%[10 µM]	18%[13.1 µM]	·
COC(=O)[C@@H]1CC[C@H](C)[C@@H](c2ccc(C)cc2)N1C(=O)c1ccc(/C=N\O[C@@H](C)CN2CCCc3nc(C)c(C)cc32)cc1	5%[10 µM]	15%[13.1 µM]	·
CO[C@H]1COC(=O)C/C=C\[C@H](C)[C@H](OC)COC(=O)[C@@H](C)NC(=O)C/C=C\[C@@H]1C	-3%[10 µM]	6%[13.1 µM]	·
C[C@@H](c1ccccc1)N1C(=O)[C@H]2[C@@H]3[C@H](O)[C@H](O)CC(=O)[C@H]3CC[C@H]2C1=O	1%&-2%[10 µM]	4%&-3%[13.1 µM]	·
C=CCc1cccc(C2C(C)CCC3C(=O)N4C(CCC(C)C4c4cccc(CC=C)c4)C(=O)N32)c1 (stereo unspecified)	0%[10 µM]	6%[13.1 µM]	·
CO[C@H]1COC(=O)[C@H](Cc2ccccc2)NC(=O)C/C=C\[C@@H](C)[C@H](OC)COC(=O)C/C=C\[C@@H]1C	-2%[10 µM]	16%[13.1 µM]	·
CCOC(=O)C[C@@H](C(=O)OCC)[C@@H]1CCCCC1=O	1%[10 µM]	3%[13.1 µM]	·
CC1(C)OC(C(O)(c2ccccc2)c2ccccc2)C(C(O)(c2ccccc2)c2ccccc2)O1 (stereo unspecified)	-40%[inhibitor][10 µM]	6%[13.1 µM]	·
CC(=O)OCC1OC(C#Cc2ccccc2)C=CC1OC(C)=O (stereo unspecified)	?	10%&6%[13.1 µM]	·
